Screening data deposited in PubChem BioAssay by several laboratories.
GSK3A inh: human GSK-3 alpha kinase inhibition; inhibition, % at 10 µM; AID 2650; 320,000 tested, 0.1% active; ADP-Glo luminescence, 60 min;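 in the data active = inhibition above about 50%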;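 also: GST-tagged GSK-3 alpha with peptide substrate and 25 µM ATP; 0% = DMSO neutral wells and 100% = GW8510 positive control wells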
Target sequence (P49840 whole entry, looked up): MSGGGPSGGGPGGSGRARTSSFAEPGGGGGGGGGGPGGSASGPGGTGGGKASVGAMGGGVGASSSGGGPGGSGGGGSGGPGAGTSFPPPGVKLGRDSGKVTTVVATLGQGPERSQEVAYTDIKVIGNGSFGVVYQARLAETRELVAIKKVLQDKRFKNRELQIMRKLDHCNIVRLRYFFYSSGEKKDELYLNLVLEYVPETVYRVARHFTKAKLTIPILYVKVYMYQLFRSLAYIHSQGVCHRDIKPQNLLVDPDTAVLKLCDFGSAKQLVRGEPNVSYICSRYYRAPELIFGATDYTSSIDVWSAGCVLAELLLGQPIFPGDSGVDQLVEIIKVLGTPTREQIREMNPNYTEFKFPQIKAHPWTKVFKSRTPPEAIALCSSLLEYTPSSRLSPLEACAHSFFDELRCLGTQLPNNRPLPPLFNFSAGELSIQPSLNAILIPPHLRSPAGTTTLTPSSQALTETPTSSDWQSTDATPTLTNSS
AI-2 QS modul: Vibrio harveyi AI-2 quorum sensing modulation | Vibrio harveyi JMH597 AI-2 luminescence/OD600 ratio, 9 h; stronger effect = lower value; strain lacks LuxN and CqsS sensors; 0 = neutral-control median | activity change, % at 7.5 µM | 300,000 tested, 0.4% active; in the data active = activity change below about -75%, passing the limit was not always enough;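 also: luminescence divided by OD600 gain over 9 h not by final OD600 alone; inactives centre near 13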
HSF1 inh: HSF1 inhibition | NIH3T3-HGL HSE-luciferase, MG132-induced, luminescence 8 h; stronger effect = lower value | activity change, negative = inhibition, % at 7.5 µM (by protocol) | 300,000 tested, 0.77% active;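 active = more than half of replicate wells show activity change below -50%, luminescence cut by over half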;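 also: luciferase reports HSF-1 transcriptional activity via heat shock element; 0% = median of DMSO wells and -100% = zero luminescence signal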
IEC-6 cytotox: IEC-6 cytotoxicity, counter-screen for KLF5 inhibitors. inhibition, % at 5 µM. 290,000 tested, 0.78% active. luminescence viability; in the data active = inhibition above about 22%;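 also: 0% = plate median of test compound wells and 100% = cytotoxic reference compound wells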
KLF5 inh: kruppel-like factor 5 inhibition | 290,000 tested, 0.23% active | DLD-1 KLF5 promoter-luciferase reporter, luminescence | inhibition, % at 5 µM | AID 1700;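 active = inhibition above a per-plate limit of that plate's mean compound inhibition plus 3 SD, cut at about 60% in these data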;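 also: 0% = DMSO wells and 100% = LY294002 at 200 µM; higher means less KLF5 promoter-driven luciferase light; inactives centre near -14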
HSF-1 act: increases HSF-1 driven luciferase reporter signal. NIH3T3-HGL HSF-1 luciferase reporter, MG132, 8 h; 100% = twice DMSO control signal. activation, % at 9 µM. 300,000 tested, 1.7% active;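 active = mean replicate activation of at least 50% with a set share of replicates each reaching 50%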;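 also: 0% = median of the neutral control wells and 100% = twice that signal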
PolyA inh: inhibitors of polyadenylation in S. cerevisiae; S. cerevisiae SKY197-pL101 polyadenylation reporter, beta-gal luminescence; efflux-impaired pdr1/pdr3 knockout yeast; score 100 = 6 SD above DMSO; calls only at 12 µM; 300,000 tested, 0.02% active; AID 1875;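 active = lowest replicate activity score at least 50, where 100 means six control SD above control mean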;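 also: yeast exposed to compound for 9 h at 30 °C; higher score means more reporter readthrough which indicates perturbed polyadenylation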
aSyn UTR inh: 5' untranslated region of α-synuclein, MLPCN primary screen; inhibition, % (tested at 7.5 µM); alpha-synuclein 5'UTR reporter, inhibitor activity; 300,000 tested, 0.82% active; in the data active = inhibition above about 60%;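 also: H4 neuroglioblastoma cells stably carrying SNCA 5'UTR luciferase fusion; 0% = DMSO wells and 100% = positive control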
HSP90 refold inh: inhibitors of HSP90 luciferase refolding in rabbit reticulocyte lysate; luciferase refolding luminescence, 3 h; inhibition, % at 5.6 µM; 290,000 tested, 0.91% active;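 active = inhibition above the screen-wide mean plus 3 SD, computed separately per campaign, cut at about 16% in these data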;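 also: 0% = DMSO wells and 100% = 60 µM geldanamycin wells; inhibitors lower the luminescence because luciferase stays unfolded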
GSK3beta inhib: blocks human GSK3beta kinase activity; P49841; GST-GSK3beta kinase, ADP-Glo luminescence, 60 min; stronger effect = lower value; activity score (negative = inhibition), % at 10 µM; 300,000 tested, 0.038% active;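 active = more than half of replicate wells score below -50%, meaning over 50% inhibition versus plate controls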;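 also: 0% = median DMSO wells and -100% = median GW8510 positive control wells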
Target sequence (P49841 whole entry, looked up): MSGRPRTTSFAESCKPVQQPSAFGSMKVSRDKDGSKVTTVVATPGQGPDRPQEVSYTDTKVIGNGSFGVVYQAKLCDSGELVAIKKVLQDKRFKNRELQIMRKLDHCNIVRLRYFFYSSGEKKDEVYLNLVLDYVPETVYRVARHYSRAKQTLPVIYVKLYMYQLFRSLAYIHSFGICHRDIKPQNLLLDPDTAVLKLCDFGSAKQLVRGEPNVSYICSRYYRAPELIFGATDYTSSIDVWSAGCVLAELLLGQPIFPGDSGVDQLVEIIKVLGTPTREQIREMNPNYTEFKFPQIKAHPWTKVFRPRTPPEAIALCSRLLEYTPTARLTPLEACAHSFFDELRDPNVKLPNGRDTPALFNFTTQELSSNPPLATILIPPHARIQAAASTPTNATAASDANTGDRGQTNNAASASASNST
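Assay system: GST-tagged human GSK3beta kinase, cell-free; Input: 1.6 ng GSK3beta; Medium: Tris/MgCl2 kinase buffer; Timing: 60 min enzyme reaction, room temperature; Signal: ADP-Glo luminescence quantifying ADP generated by kinase; Evaluation: score relative to plate controls; Benchmarks: DMSO neutral wells and GW8510 at 20 µM as positive.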
Numbers without * were called inactive; i = inactive; / = not tested or not shown.

no.	structure	GSK3A inh	AI-2 QS modul	HSF1 inh	IEC-6 cytotox	KLF5 inh	HSF-1 act	PolyA inh	aSyn UTR inh	HSP90 refold inh	GSK3beta inhib
1	CN1CCc2c(sc3c2c(=O)n(-c2ccccc2)c2nnc(SCc4ccc(Cl)cc4)n32)C1	4	15	3	-7	-24	-1	i	22	1	-1
2	O=C1CSC(c2cn(-c3ccccc3)nc2-c2ccc3c(c2)OCCO3)N1CCN1CCOCC1 (stereo unspecified)	5	16	14	3	-4	58*	i	25	3	1
3	Nc1ccc(C#Cc2ccc3c(=O)c4ccccc4oc3c2)cc1	-2	6	-5	3	-84	-7	i	-53	-2	1
4	CC(NC(=O)C(=O)NN=C1CCCCCC1)c1ccccc1 (stereo unspecified)	-3	7	-7	0	-17	-25	i	18	0	-4
5	Cc1ccc(NNC(=O)Nc2ccc(Cl)cc2)nn1	8	27	-1	-7	-25	-9	i	7	-2	-2
6	Cc1c(C(=O)N2CCc3ccccc32)cnn1C	-6	36	-7	-1	-36	8	i	-51	0	0
7	N#Cc1c(/N=C/c2cccnc2)sc2c1CCCC2	0	21	1	0	-9	28	i	6	-1	-2
8	CCc1ccc(CCC(=O)Nc2ccc(Br)cc2)o1	2	-91*	0	4	-6	2	i	-24	-3	0
9	COCc1cc(C)nc(OCC(=O)N/N=C/c2ccc(OC)c(O)c2)c1C#N	-1	21	3	-10	-22	35	/	-2	0	3
10	CCc1cc2c(SCc3ccc(C(=O)OC)o3)ncnc2s1	0	/	4	0	-4	9	i	-2	0	/
11	CCOc1ccc(OCC)c(S(=O)(=O)NCc2ccccn2)c1	-2	20	-3	-1	-14	3	i	17	-1	2
12	CS(=O)(=O)N1CCC(Oc2cccc(C(=O)NCCCC3CCCC3)c2)CC1	-1	63	3	3	-20	12	i	8	29*	0
13	CC1Cc2cc(/C(O)=C3\C(=O)C(=O)N(Cc4cccnc4)C3c3ccccc3F)ccc2O1 (stereo unspecified)	0	58	-8	-6	-31	0	i	-12	15	5
14	O=C(Nc1ccccc1C(=O)N/N=C/c1ccco1)c1ccccc1Cl	-1	34	-6	-1	-5	4	i	3	-2	5
15	Cc1cccc(N(C)S(=O)(=O)c2c(C)noc2C)c1	0	17	-5	6	-27	14	i	7	-4	3
16	CC12CN(C(=O)c3cccc([N+](=O)[O-])c3)C3(C#N)CC1CCC23C (stereo unspecified)	-1	19	-5	0	-28	-7	i	-1	0	3
17	Cc1ccc(C2CC(c3cccc(C)c3)n3ncnc3N2)cc1 (stereo unspecified)	-2	29	4	/	/	4	i	14	/	-2
18	OC(CNC1CCCC1)COc1ccc(Cl)cc1 (stereo unspecified)	-2	10	-3	2	-45	5	i	-8	-1	0
19	CC(=O)Nc1ccc(NC(=O)C(C)OC(=O)C(C)SCC(=O)Nc2ccc(F)cc2)cc1 (stereo unspecified)	-2	24	1	/	/	6	i	0	/	-6
20	CC(=O)Nc1cccc(NC(=O)CSc2ccc(-c3ccccn3)nn2)c1	-2	20	-6	6	-18	-3	i	52	1	-2
21	CCCC(C)C(=O)Nc1ccc2c(c1)OCCO2 (stereo unspecified)	0	16	-33	-3	-15	-36	i	-77	1	-1
22	Cc1ccc(NC(=O)c2cc(C(C)(C)C)nn2Cc2ccccc2)cc1	-4	15	-6	0	15	-5	i	15	0	-3
23	Cn1c(Cn2cnc3ccccc32)nnc1SCc1ccccc1	-1	23	3	-4	-8	13	i	-7	3	-1
24	Cc1sc(NC(=O)c2cccs2)nc1-c1ccccc1	-2	-5	19	-2	-36	48	i	-199	0	-2
25	COc1ccc(C(=O)N[C@H](C(=O)N2CCN(c3ccccc3F)CC2)C(C)C)cc1	-1	33	-3	-4	-1	-5	i	21	-3	3
26	O=c1c(Cc2ccc(F)cc2)c(O)ccn1Cc1ccc(F)cc1	-2	21	1	-4	7	10	i	7	-1	0
27	COc1cc(OC)cc(C(=O)NC(C)CNc2ccc(Cl)cc2[N+](=O)[O-])c1 (stereo unspecified)	-2	28	10	-7	-14	21	i	27	-5	1
28	COc1ccc(CNc2nc3ccccc3n2Cc2ccccc2)cc1OC	1	15	-2	3	-7	7	i	-13	2	2
29	COc1cccc(-c2cc(C(F)(F)F)nc(-n3ccc([N+](=O)[O-])n3)n2)c1	0	11	-3	-6	-10	-1	i	17	3	4
30	Cc1nc2cc(N)ccc2n1-c1ccccc1	-1	10	19	-5	6	37	i	-2	5	-2

Three compounds picked at random from those above, as already listed:
no.	structure	GSK3A inh	AI-2 QS modul	HSF1 inh	IEC-6 cytotox	KLF5 inh	HSF-1 act	PolyA inh	aSyn UTR inh	HSP90 refold inh	GSK3beta inhib
17	Cc1ccc(C2CC(c3cccc(C)c3)n3ncnc3N2)cc1 (stereo unspecified)	-2	29	4	/	/	4	i	14	/	-2
26	O=c1c(Cc2ccc(F)cc2)c(O)ccn1Cc1ccc(F)cc1	-2	21	1	-4	7	10	i	7	-1	0
15	Cc1cccc(N(C)S(=O)(=O)c2c(C)noc2C)c1	0	17	-5	6	-27	14	i	7	-4	3

Back to the main list, starting 4 compounds before the break.
no.	structure	GSK3A inh	AI-2 QS modul	HSF1 inh	IEC-6 cytotox	KLF5 inh	HSF-1 act	PolyA inh	aSyn UTR inh	HSP90 refold inh	GSK3beta inhib
27	COc1cc(OC)cc(C(=O)NC(C)CNc2ccc(Cl)cc2[N+](=O)[O-])c1 (stereo unspecified)	-2	28	10	-7	-14	21	i	27	-5	1
28	COc1ccc(CNc2nc3ccccc3n2Cc2ccccc2)cc1OC	1	15	-2	3	-7	7	i	-13	2	2
29	COc1cccc(-c2cc(C(F)(F)F)nc(-n3ccc([N+](=O)[O-])n3)n2)c1	0	11	-3	-6	-10	-1	i	17	3	4
30	Cc1nc2cc(N)ccc2n1-c1ccccc1	-1	10	19	-5	6	37	i	-2	5	-2
31	CCc1nc(Nc2ccc(NC(C)=O)cc2)c2oc3ccccc3c2n1	1	5	5	2	-46	17	i	-2	1	-1
32	Cc1c(OCC(F)(F)F)ccnc1CSc1nc2ccccc2[nH]1	1	41	29	9	-79	34	i	-142	-1	0
33	CCOC(=O)c1ccc(NC(=O)c2cccc(S(=O)(=O)N3CCN(C(C)=O)CC3)c2)cc1	-2	21	-8	1	-25	1	i	-6	-2	-3
34	CC1(C)C=Cc2cc3ccc(=O)oc3cc2O1	13	17	7	/	/	14	i	-111	/	3
35	COC(=O)COc1ccc(S(=O)(=O)N2CCOCC2)cc1	-22	14	-7	-4	2	16	i	8	1	-3
36	Cc1nc2ccccc2c(=O)n1NC(=O)c1ccc(Cl)c(Cl)c1	-2	5	3	-2	-32	-8	i	1	1	1
37	CCN1CCc2c(sc3c2c(NCc2ccco2)nc2nnnn23)C1	23	22	0	-7	-9	8	i	-37	1	-3
38	CCN(c1ccccc1)S(=O)(=O)c1ccc2c(c1)C(C)(C)C(=O)N2C	-4	7	0	-3	-1	4	i	26	2	-1
39	CCC(C)(C)C1CCC2(CC1)NC(=O)N(CC(=O)Nc1cc(C(F)(F)F)ccc1N1CCOCC1)C2=O (stereo unspecified)	-2	26	-10	-4	-14	10	i	24	-1	2
40	Cc1occc1-c1nnc(SCC(=O)c2ccccc2)n1CC1CCCO1 (stereo unspecified)	-2	19	-2	1	-13	-11	i	2	5	3
41	CC1CC(C)CN(C(=O)CCC(=O)Nc2nnc(C3CCCCC3)s2)C1 (stereo unspecified)	-1	22	6	-7	-38	10	i	3	-3	3
42	CCCCOCCCNC(=O)N[C@@H](CCSC)C(=O)OC	-4	24	-1	-1	-11	-3	i	4	0	1
43	Cc1ccc(C(=O)NC2CCN(S(=O)(=O)c3ccc(F)cc3)CC2)cc1	5	-2	-8	5	-17	-22	i	18	-2	0
44	COCCOc1ccc(C(F)(F)F)cc1NC(=O)COC(=O)c1cc([N+](=O)[O-])ccc1N1CCOCC1	-1	8	5	4	8	5	i	40	-3	0
45	CCC(C)OC(=O)C1=C(C)NC(=O)CC1c1ccccc1OC (stereo unspecified)	17	11	7	0	-4	-10	i	1	1	0
46	CC(Oc1ccccc1)C(=O)Nc1ccc(S(=O)(=O)N2CCCC2)cc1 (stereo unspecified)	0	-39	0	3	-6	-1	i	-4	9	-1
47	CCCn1c(NCc2cc(OC)ccc2OC)nc2ccccc21	-2	20	10	3	-20	21	i	-98	4	-2
48	COc1ccc(-n2c(C)cc(C(=O)Cn3c(NCCO)nc4ccccc43)c2C)cc1	-9	25	1	6	9	24	i	-22	3	2
49	Cc1ccc(NC(=O)c2nc[nH]c2C(=O)N2CCN(c3ccccc3)CC2)cc1	-1	7	-6	/	/	-7	i	17	/	-3
50	CC(C)CCN1C(=O)c2ccc(C(=O)Nc3ccc(Br)cc3C(=O)O)cc2C1=O	-3	-1	-5	1	-31	-13	i	-1	-2	3
51	CC(C)C(=O)NC(c1ccccc1)c1cc([N+](=O)[O-])c2cccnc2c1O (stereo unspecified)	-2	8	25	-3	-19	46	i	-14	6	4
52	CCN(CC)c1nc2c(c(=O)n(C)c(=O)n2C)n1CC(=O)c1ccccc1	-3	1	-13	6	-17	-27	i	9	-2	2
53	CC(=O)Nc1ccc(C2=NNC(=NCC3CCCO3)SC2)cc1 (stereo unspecified)	-2	/	/	5	-10	/	/	/	4	/
54	O=C(Nc1ccccc1)c1sc(Cl)nc1-c1ccccc1	-2	19	10	4	-9	13	i	-51	-4	-2
55	Cc1ccccc1OCCn1cc(C(=O)C(=O)N2CCOCC2)c2ccccc21	-2	7	-2	-2	10	4	i	-15	-1	1
56	Cc1cc(NS(=O)(=O)c2cc(Cl)sc2Cl)no1	-1	22	-5	4	-18	11	i	0	2	1
57	O=C(CC1C(=O)NCCN1C(=O)c1ccccc1)Nc1cc(Cl)ccc1Cl (stereo unspecified)	1	12	-4	-3	-11	-17	i	19	-6	-3

Grouped by structure, the entries above with bromine.
no.	structure	GSK3A inh	AI-2 QS modul	HSF1 inh	IEC-6 cytotox	KLF5 inh	HSF-1 act	PolyA inh	aSyn UTR inh	HSP90 refold inh	GSK3beta inhib
8	CCc1ccc(CCC(=O)Nc2ccc(Br)cc2)o1	2	-91*	0	4	-6	2	i	-24	-3	0
50	CC(C)CCN1C(=O)c2ccc(C(=O)Nc3ccc(Br)cc3C(=O)O)cc2C1=O	-3	-1	-5	1	-31	-13	i	-1	-2	3

A portion of the library; the hit share may differ from the screen's.
